IDH1 R132H inh = inhibitors of human IDH1 R132H | O75874 | IDH1 R132H reductase, diaphorase/resazurin fluorescence, 60 min | inhibition, % at 10 µM | 0.18% of 70,000 active | AID 624101; in the data active = inhibition above about 34%;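 also: 0% = DMSO and 100% = no enzyme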
Target sequence (O75874 whole entry R132H): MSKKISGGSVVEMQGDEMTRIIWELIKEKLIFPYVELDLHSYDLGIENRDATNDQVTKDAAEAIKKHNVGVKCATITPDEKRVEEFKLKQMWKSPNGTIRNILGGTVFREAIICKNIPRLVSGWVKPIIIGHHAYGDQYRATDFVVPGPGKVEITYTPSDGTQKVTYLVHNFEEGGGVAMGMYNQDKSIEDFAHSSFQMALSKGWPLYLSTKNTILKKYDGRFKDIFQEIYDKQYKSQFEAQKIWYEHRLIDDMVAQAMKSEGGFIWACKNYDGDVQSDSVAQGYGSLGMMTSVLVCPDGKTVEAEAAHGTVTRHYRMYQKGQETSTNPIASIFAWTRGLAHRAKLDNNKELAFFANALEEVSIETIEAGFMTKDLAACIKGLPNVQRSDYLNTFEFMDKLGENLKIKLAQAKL
PRC2 inh = inhibitors of human EZH2/PRC2 methyltransferase; Q15910; PRC2 H3K27 methylation, DELFIA TRF, 1 h; inhibition, % at 12.5 µM; 0.35% of 57,000 active;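 active = mean inhibition of replicates at least 50% and every single replicate also reaching 50%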;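 also: dimethyl H3K27 on biotinylated H3 21-44 peptide detected by antibody; plate controls were median neutral control wells for no effect and median positive control wells for full effect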
* hit, by the source's call; nt = not tested or not shown. This is a subset; count on the stated rates, not on these rows.

SMILES	IDH1 R132H inh	PRC2 inh
CSc1nsc(SCC(=O)c2ccc([N+](=O)[O-])cc2)n1	0.3	nt
CO[C@@H]1CN(C)C(=O)c2ccc(NC(C)=O)cc2OC[C@H](C)N(C(=O)C2CC2)C[C@@H]1C	0.1	-7
Cc1cccc(-n2c(SCC(=O)c3ccccc3)nnc2-c2ccncc2)c1C	4.1	-2
O=C(C[C@@H]1C[C@H]2c3cc(NC(=O)C4CCC4)ccc3O[C@H]2[C@H](CO)O1)NCc1ccc(-c2ccccc2)cc1	-0.6	-17
O=C(O)C[C@@H]1C=C[C@@H](NC(=O)Nc2cc(F)ccc2F)[C@H](CO)O1	0.0	-18
C/C=C/c1cnc2c(c1)C(=O)N([C@@H](C)CO)C[C@H](C)[C@H](CN(C)C(=O)c1cccnc1)O2	nt	-5
CS(=O)(=O)Nc1ccc2c(c1)[C@@H]1C[C@@H](CC(=O)NCc3ccncc3)O[C@H](CO)[C@@H]1O2	-0.5	-1
Cc1cc(C)cc(N2C(=O)CS(=O)(=O)C2c2ccccc2)c1 (stereo not given)	nt	0
COc1ccc(NC(=O)Nc2ccc3c(c2)[C@H]2C[C@@H](CC(=O)N4CCOCC4)O[C@@H](CO)[C@H]2O3)cc1	-0.4	-8
COC(=O)c1c(NC(=S)NCc2ccccn2)sc2c1CCC2	-0.7	5
CS(=O)(=O)Nc1ccc2c(c1)[C@H]1C[C@@H](CC(=O)NCc3cc(F)ccc3F)O[C@H](CO)[C@H]1O2	1.0	-3
Cc1ccc(S(=O)(=O)N(C)C[C@@H]2OCCCC[C@H](C)Oc3ccc(NS(=O)(=O)c4cccs4)cc3C(=O)N([C@H](C)CO)C[C@H]2C)cc1	-2.9	nt
C[C@@H]1CN([C@@H](C)CO)C(=O)c2cccc(NC(=O)C3CC3)c2O[C@@H]1CN(C)S(=O)(=O)c1ccc(F)cc1	nt	-6
COCCNC(=O)C[C@H]1CC[C@H](NC(=O)NC2CCCC2)[C@@H](CO)O1	-0.2	28
C[C@H]1CN([C@@H](C)CO)C(=O)Cc2cc(NC(=O)NC3CCCCC3)ccc2O[C@@H]1CN(C)CC1CC1	1.7	nt
COc1ccc(NC(=O)N(C)C[C@H]2Oc3ncc(C#CCC(C)C)cc3C(=O)N([C@@H](C)CO)C[C@@H]2C)cc1	-2.6	-18
COc1ccccc1-c1ccc2c(c1)O[C@@H](CN(C)S(=O)(=O)c1ccc(C)cc1)[C@H](C)CN([C@H](C)CO)S2(=O)=O	0.0	nt
Cc1noc(C)c1NC(=O)N[C@H]1CC[C@H](CCNC(=O)C2CCOCC2)O[C@@H]1CO	-0.3	2
COc1ccc(C(C)C)cc1S(=O)(=O)NCc1ccccn1	0.1	0
CC1CCc2c(sc(NC(=O)c3cc4n(n3)C(C(F)(F)F)CC(c3ccco3)N4)c2C(N)=O)C1 (stereo not given)	0.0	-3
CC(=O)N(C)C[C@H]1OCc2ccccc2-c2ccccc2C(=O)N([C@@H](C)CO)C[C@@H]1C	0.7	10
Cc1onc(-c2ccccc2Cl)c1C(=O)NCc1nc(-c2ccccc2)no1	1.2	15
COc1cccc(S(=O)(=O)N(C)C[C@H]2OCc3cn(nn3)CCCC(=O)N([C@H](C)CO)C[C@H]2C)c1	nt	3
CC(C)NC(=O)N(C)C[C@@H]1Oc2c(NC(=O)C3CCCCC3)cccc2C(=O)N([C@H](C)CO)C[C@@H]1C	-0.7	6
C(=C\c1ccccc1)/C=N/N1CCN(Cc2cccc3ccccc23)CC1	1.3	-5

An excerpt from above in order of formula weight, low to high.
SMILES	IDH1 R132H inh	PRC2 inh
Cc1cc(C)cc(N2C(=O)CS(=O)(=O)C2c2ccccc2)c1 (stereo not given)	nt	0
COc1ccc(C(C)C)cc1S(=O)(=O)NCc1ccccn1	0.1	0
CSc1nsc(SCC(=O)c2ccc([N+](=O)[O-])cc2)n1	0.3	nt
Cc1onc(-c2ccccc2Cl)c1C(=O)NCc1nc(-c2ccccc2)no1	1.2	15
CC(=O)N(C)C[C@H]1OCc2ccccc2-c2ccccc2C(=O)N([C@@H](C)CO)C[C@@H]1C	0.7	10
CO[C@@H]1CN(C)C(=O)c2ccc(NC(C)=O)cc2OC[C@H](C)N(C(=O)C2CC2)C[C@@H]1C	0.1	-7
CC1CCc2c(sc(NC(=O)c3cc4n(n3)C(C(F)(F)F)CC(c3ccco3)N4)c2C(N)=O)C1 (stereo not given)	0.0	-3
C[C@H]1CN([C@@H](C)CO)C(=O)Cc2cc(NC(=O)NC3CCCCC3)ccc2O[C@@H]1CN(C)CC1CC1	1.7	nt
COc1cccc(S(=O)(=O)N(C)C[C@H]2OCc3cn(nn3)CCCC(=O)N([C@H](C)CO)C[C@H]2C)c1	nt	3
COc1ccc(NC(=O)N(C)C[C@H]2Oc3ncc(C#CCC(C)C)cc3C(=O)N([C@@H](C)CO)C[C@@H]2C)cc1	-2.6	-18

More results
SMILES	IDH1 R132H inh	PRC2 inh
O=C(CN1C(=O)c2cccc3cccc1c23)NCc1ccco1	-0.3	nt
O=C(CCO)c1ccc(O)cc1	0.1	nt
CC(C)NC(=O)N(C)C[C@@H]1Oc2ccc(NC(=O)Nc3cccc4ccccc34)cc2CC(=O)N([C@@H](C)CO)C[C@@H]1C	-0.2	5
Cn1cnc(S(=O)(=O)N[C@@H]2CC[C@H](CC(=O)NCC3CC3)O[C@H]2CO)c1	0.0	2
O=C(Cc1ccccc1)N[C@H]1CC[C@H](CC(=O)N2CCCCC2)O[C@@H]1CO	0.1	-8
O=C(Nc1ccc(F)cc1)N[C@@H]1CC[C@@H](CCNS(=O)(=O)c2ccccc2F)O[C@@H]1CO	-0.4	-4
CC(C)NC(=O)N(C)C[C@H]1Oc2ncc(C#Cc3ccccc3F)cc2C(=O)N([C@@H](C)CO)C[C@@H]1C	-1.4	-13
O=C(C[C@H]1C[C@H]2c3cc(NC(=O)CC4CC4)ccc3O[C@H]2[C@H](CO)O1)NCCc1ccccc1	-0.1	-12
C/C=C/c1cnc2c(c1)C(=O)N([C@H](C)CO)C[C@@H](C)[C@@H](CN(C)Cc1ccc3c(c1)OCO3)O2	0.6	-1
Cc1noc(C)c1S(=O)(=O)Nc1ccc2c(c1)CC(=O)N([C@@H](C)CO)C[C@@H](C)[C@H](CN(C)S(=O)(=O)c1ccccc1)O2	1.6	nt
C[C@@H]1CCCCO[C@H](CN(C)C(=O)Cc2ccccc2)[C@H](C)CN([C@@H](C)CO)C(=O)c2cc(NS(=O)(=O)c3ccc(Cl)cc3)ccc2O1	3.0	nt
C[C@H]1CN([C@@H](C)CO)C(=O)c2cccc(NC(=O)C3CC3)c2O[C@H]1CN(C)S(=O)(=O)c1ccc(F)cc1	nt	3
CN1CCN(C(=O)C[C@@H]2C[C@@H]3c4cc(NC(=O)Cc5ccncc5)ccc4O[C@@H]3[C@H](CO)O2)CC1	0.1	2
CS(=O)(=O)N(CC(=O)Nc1ccc(Br)cc1)c1cc(Cl)c(Cl)cc1Cl	0.6	12
CC(C)CC#Cc1cnc2c(c1)C(=O)N([C@@H](C)CO)C[C@@H](C)[C@H](CN(C)C(=O)c1ccccc1F)O2	-1.6	-4
O=S(=O)(N[C@H]1CC[C@@H](CCNS(=O)(=O)c2ccccc2Cl)O[C@@H]1CO)c1ccccc1	-0.1	10
CO[C@H]1CN(C)C(=O)c2cc(NC(=O)c3cnccn3)ccc2OC[C@H](C)N(C)C[C@@H]1C	0.0	-12
C[C@@H]1CN([C@@H](C)CO)C(=O)Cc2cc(NC(=O)Nc3ccccc3)ccc2O[C@H]1CN(C)Cc1ccccc1	0.2	-26
C[C@H]1CCCCO[C@H](CN(C)Cc2ccc3c(c2)OCO3)[C@@H](C)CN([C@@H](C)CO)C(=O)c2cc(NC(=O)Nc3ccc4c(c3)OCO4)ccc2O1	-2.2	nt
O=C1CS(=O)(=O)C(c2cccc([N+](=O)[O-])c2)N1c1ccccc1 (stereo not given)	nt	2
C[C@H](CO)N1C[C@H](C)[C@H](CN(C)Cc2ccc(Cl)c(Cl)c2)Oc2ccc(NC(=O)Cc3ccccc3)cc2CC1=O	1.5	nt
C[C@@H]1CN([C@H](C)CO)C(=O)c2cc(NC(=O)C3CCCCC3)ccc2O[C@@H](C)CCCCO[C@H]1CN(C)C(=O)c1ccccc1	0.7	nt
COc1ccc(NC(=O)N(C)C[C@@H]2Oc3ccc(NC(=O)NC(C)C)cc3CC(=O)N([C@H](C)CO)C[C@H]2C)cc1	1.2	-1
Cc1noc(C)c1NC(=O)Nc1ccc2c(c1)C(=O)N([C@H](C)CO)C[C@H](C)[C@@H](CN(C)Cc1ccccc1)OCCCC[C@H](C)O2	1.2	nt
C[C@H](CO)N1C[C@H](C)[C@H](CN(C)C(=O)c2ccc3ccn(C)c3c2)OCc2cn(nn2)CCCC1=O	-0.4	6
The list goes on.
SMILES	IDH1 R132H inh	PRC2 inh
Cc1noc(C)c1NC(=O)Nc1ccc2c(c1)C(=O)N([C@@H](C)CO)C[C@H](C)[C@@H](CN(C)C(=O)NC1CCCCC1)OCCCC[C@H](C)O2	0.1	nt
c1ccc(N2CCN(CCCOc3ccc4c(c3)OCO4)CC2)cc1	-0.4	-2
COc1ccc(C#Cc2ccc3c(c2)[C@]2(C(=O)N3)[C@H](C(N)=O)[C@H]3C(=O)O[C@H](c4ccccc4)[C@H](c4ccccc4)N3[C@@H]2c2ccccc2OCCO)cc1	nt	-45
Cc1cc(=O)[nH]c(SCCOc2cccc(Cl)c2)n1	0.0	22
C[C@@H]1CN([C@H](C)CO)C(=O)c2cc(NS(=O)(=O)c3cn(C)cn3)ccc2O[C@@H](C)CCCCO[C@@H]1CN(C)CC1CC1	-2.4	nt
CCC(=O)N(C)C[C@H]1Oc2cc(C#Cc3ccccn3)ccc2S(=O)(=O)N([C@@H](C)CO)C[C@@H]1C	-0.1	-4
C[C@@H]1CN([C@H](C)CO)S(=O)(=O)c2ccc(C#CC3CC3)cc2O[C@@H]1CN(C)C(=O)CN(C)C	-1.4	-12
Cc1ccc(S(=O)(=O)Nc2ccc3c(c2)C(=O)N([C@@H](C)CO)C[C@H](C)[C@@H](CN(C)C)O3)cc1	-1.0	nt
COc1ccc(S(=O)(=O)Nc2ccc3c(c2)CC(=O)N([C@H](C)CO)C[C@@H](C)[C@H](CN(C)Cc2ccc(Cl)c(Cl)c2)O3)cc1	0.2	nt
CC(C)NC(=O)Nc1cccc2c1O[C@H](CN(C)C(=O)Nc1ccccc1)[C@H](C)CN([C@@H](C)CO)C2=O	-0.1	1
C[C@H](CO)N1C[C@H](C)[C@H](CN(C)C(=O)CN2CCOCC2)Oc2cc(C#Cc3cccc(F)c3)ccc2S1(=O)=O	0.9	-14
Cc1noc(C)c1NC(=O)N[C@H]1CC[C@@H](CC(=O)NCCCN(C)C)O[C@H]1CO	-0.1	0
Cn1c(SCC(=O)Nc2ccc(Cl)cc2Cl)nc2ccccc2c1=O	-0.5	11
C[C@H]1CN([C@@H](C)CO)S(=O)(=O)c2ccc(-c3ccc(C(=O)N(C)C)cc3)cc2O[C@@H]1CN(C)C(=O)Cc1ccccn1	-2.9	8
CC(C)NC(=O)N(C)C[C@H]1Oc2ccc(NC(=O)Cc3ccccc3)cc2CC(=O)N([C@@H](C)CO)C[C@@H]1C	-0.1	nt
C[C@@H](O)C#Cc1ccc2c(c1)O[C@@H](CN(C)C(=O)c1ccccc1)[C@@H](C)CN([C@@H](C)CO)S2(=O)=O	nt	0
C[C@H](NC(=O)C[C@@H]1CC[C@H](NC(=O)C2CCOCC2)[C@@H](CO)O1)c1ccccc1	0.1	-3
O=C(N[C@@H]1C=C[C@H](CC(=O)N2CCOCC2)O[C@@H]1CO)c1cccc(F)c1	0.3	-2
COC(=O)C[C@H]1C[C@H]2c3cc(NC(=O)C4CCC4)ccc3O[C@H]2[C@@H](CO)O1	0.2	12
CCC(=O)N(C)C[C@@H]1Oc2ncc(C#CCC3CCCC3)cc2C(=O)N([C@H](C)CO)C[C@H]1C	0.1	nt
C[C@H]1CN([C@@H](C)CO)C(=O)c2cc(NS(=O)(=O)c3ccccc3)ccc2O[C@@H]1CN(C)Cc1ccc(C(=O)O)cc1	1.1	nt
C[C@H](CO)N1C[C@H](C)[C@@H](CN(C)Cc2ccccc2)Oc2c(NC(=O)CCCCCC(=O)Nc3ccccc3N)cccc2C1=O	nt	6
O=C(CCCOc1ccc(Cl)cc1Cl)Nc1ccccc1[N+](=O)[O-]	0.1	27
C[C@H](CO)N1C[C@H](C)[C@@H](CN(C)Cc2ccccc2)Oc2ccc(NC(=O)C3CCCCC3)cc2C1=O	nt	6
C[C@@H]1CN([C@@H](C)CO)C(=O)CCCn2cc(nn2)CO[C@@H]1CN(C)C(=O)Nc1ccc(N2CCCCC2)cc1	0.6	13
Later entries.
SMILES	IDH1 R132H inh	PRC2 inh
C/C=C/c1ccc2c(c1)O[C@@H](CN(C)Cc1ccc(C(=O)O)cc1)[C@@H](C)CN([C@H](C)CO)S2(=O)=O	0.8	10
Cc1ccc(S(=O)(=O)N(C)C[C@H]2Oc3ccc(NC(=O)Cc4cn(C)c5ccccc45)cc3CC(=O)N([C@H](C)CO)C[C@@H]2C)cc1	-0.3	nt
CCC(=O)Nc1ccc2c(c1)C(=O)N(C)C[C@H](OC)[C@@H](C)CN(C(=O)Cc1cccnc1)[C@@H](C)CO2	0.0	8
Cc1noc(C)c1NC(=O)N(C)C[C@H]1OCCCC[C@H](C)Oc2ccc(NC(=O)CCC(F)(F)F)cc2C(=O)N([C@@H](C)CO)C[C@H]1C	1.0	nt
CC(C)NC(=O)Nc1ccc2c(c1)CC(=O)N([C@H](C)CO)C[C@H](C)[C@H](CN(C)Cc1ccc3c(c1)OCO3)O2	3.3	-5
CCCNC(=O)Nc1ccc2c(c1)OC[C@@H](C)NC[C@H](C)[C@@H](OC)CN(C)C2=O	0.0	-9
CCCC#Cc1ccc2c(c1)O[C@H](CN(C)Cc1cncnc1)[C@H](C)CN([C@H](C)CO)S2(=O)=O	-0.5	-22

Compound activity deposited in PubChem BioAssay by Broad Institute.
